Source: PubChem BioAssay (several laboratories)
Ins promoter up: MIN6 insulin promoter up-regulation | MIN6 insulin promoter-GFP reporter, high-content imaging; stronger effect = higher value | z-score at 5 µM | AID 1625 | 190,000 tested, 0.3% active;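 active = z-score above 3 at 5 µM with at least 500 cells counted in the well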
MT stabilizer: microtubule stabilizers in HeLa cells. HeLa tubulin immunostaining HCS, 24 h; share of cells brighter than vehicle mean+2SD. % tubulin-high responders, % at 10 µM. 200,000 tested, 0.83% active;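 active = plate Z-score above 3 for both tubulin-high and condensed-nucleus cell shares, with cell loss under 80%, at 10 µM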;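 note: anti alpha tubulin signal scored within the nucleus-defined area of each cell; some results filed as inactive read as strong as hits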
Dynein cargo inh: blocks dynein driven cargo transport along microtubules. 220,000 tested, 0.47% active. z-score, hits read low. 3617.4 mouse cells, GR-EGFP nuclear translocation imaging; test concentration mostly 20 µM; stimulated with dexamethasone, 1 µM; stronger effect = lower value;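 active = plate z-score of nuclear minus cytoplasmic receptor signal below a set negative limit, without overly bright fluorescence or cell loss, cut at about -3.5 in these data, passing the limit was not always enough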;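 note: z-score of nuclear minus cytoplasmic ring GR-EGFP intensity difference per well; some compounds called inactive have numbers as strong as hits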
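Also added: dexamethasone, 1.0 µM final. Medium: tet-free, stripped-serum medium. Detection: fixed, Hoechst-stained cells imaged at 10x for EGFP. Read-out: nuclear-to-cytoplasmic GR-EGFP distribution per well. Times: induction 48 h, compound 1 h, agonist 30 min.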
Autophagy mod: autophagy modulation, high-content screen; MEF GFP-LC3 puncta imaging; test concentration mostly 10 µM; calls only at 10 µM (by protocol); 190,000 tested, 0.98% active;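 active = percentage of spot-positive cells more than 3 SD above its plate mean, without a fluorescence outlier flag or 80% toxicity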;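 note: spot-positive cell cutoff set from DMSO-treated cells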
bCat nuc transl: beta-catenin nuclear translocation modulation. nuclear translocation activity, % at 5 µM. HeLa beta-catenin nuclear translocation, immunofluorescence imaging. AID 1665. 190,000 tested, 0.3% active;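 active = nuclear translocation activity above 50% at 5 µM, with a well cell count of 50 or more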;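 note: per-cell ratio of nuclear to cytoplasmic median beta-catenin stain intensity; plate controls were DMSO negative control for no effect and GSK-3 inhibitor IX positive control for full effect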
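assay system = human HeLa cells, endogenous beta-catenin | times = compound treatment 24 h, 37°C, 5% CO2 | detection = Anti-beta-catenin immunofluorescence on PFA-fixed, Triton-permeabilized cells, DAPI nuclei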
Yfh1-depleted yeast: mitochondrial function rescue without frataxin homolog – Friedreich's ataxia, plus single-dose screen, dose response (AID 1465); fold induction at 50 µM, or EC50 in µM where a hit was titrated; S. cerevisiae Yfh1-off respiration, WST-1 reduction, 72 h; higher fold induction means a stronger effect; 220,000 tested, 0.074% active;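 active = fold induction of absorbance versus untreated yeast above a set limit, then at least 30% activation at any dose in follow-up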;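 note: activators that raise dye reduction in frataxin-depleted yeast; strong numbers were not always called active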
NOD1 NF-kB reporter: inhibition of NOD1-driven NF-kB reporter – cell-based, luminescence, uHTS, primary screen (AID 1578). NOD1-driven NF-kB luciferase reporter cells, luminescence; higher % means a stronger effect. inhibition, % at 4 µM, or EC50 in µM where a hit was titrated. 290,000 tested, 1% active; in the data active = inhibition mostly above about 36%, no sharp cut-off; inactive = mostly below about 34%;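 note: HEK-293T reporter cells stimulated with the NOD1 agonist gamma-tri-DAP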
NOD2 inhibition: inhibition of NOD2-driven NF-kB reporter – cell-based, luminescence, uHTS, HEK293 (AID 1566); 290,000 tested, 0.63% active; HEK293 NOD2/NF-kB luciferase reporter, luminescence; higher % means a stronger effect; inhibition, % at 4 µM, or EC50 in µM where a hit was titrated; in the data active = inhibition above about 50%; note: many of its hits are not listed in these tables
M17LAP inhibition: P. falciparum M17LAP inhibitors, primary screen, biochemical, fluorogenic H-Leu-NHMec substrate, 1536-well (AID 1619) | recombinant M17LAP, H-Leu-NHMec fluorogenic kinetic assay; higher % means a stronger effect | inhibition, % at 30 µM; hits with a dose series show IC50 in µM | 220,000 tested, 0.38% active;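 active = compound inhibiting the enzyme by more than half at any dose during confirmatory dose-response retesting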;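 note: plate controls were full reaction with DMSO carrier for no effect and no enzyme background for full effect; strong numbers were not always called active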
Dynein cargo inh cytoplasmic EGFP: further read-out of Dynein cargo inh, marked with its call; z-score; measured here: cytoplasmic GR-EGFP intensity; stronger effect = higher value
Dynein cargo inh nuclear GR-EGFP: also measured in Dynein cargo inh; calls as there; z-score; measured here: nuclear GR-EGFP intensity;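 lower value marks the stronger effect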
Dynein cargo inh cell count: recorded beside Dynein cargo inh, whose call it bears; z-score; measured here: cell count per field
Ins promoter up cell count: further read-out of Ins promoter up, marked with its call; cell count; measured here: cytotoxicity, nuclei count;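 total cells summed across four imaged fields per well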
bCat nuc transl cell count 5 µM: second read-out of bCat nuc transl, no call of its own (marks repeat the call); cell count; measured here: cell count, cytotoxicity flag
MT stabilizer Hoechst-high %: recorded beside MT stabilizer, whose call it bears; % Hoechst-high responders; measured here: nuclear condensation Hoechst responders;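 share of cells brighter than vehicle mean plus two SD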
MT stabilizer cytotoxicity %: second read-out of MT stabilizer, no call of its own (marks repeat the call); toxicity, %; measured here: cytotoxicity by cell density;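 0% = mean cell density of plate MIN control wells and 100% = no cells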
Autophagy mod cell loss 18 h: also measured in Autophagy mod; calls as there; toxicity, %; measured here: cell loss, nuclei count;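 cell loss after 18 h compound exposure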
An asterisk follows results filed as active; i = inactive; . = not tested or not shown; + = active, no number.

SMILES	Ins promoter up	Ins promoter up cell count	MT stabilizer	MT stabilizer Hoechst-high %	MT stabilizer cytotoxicity %	Dynein cargo inh	Dynein cargo inh cytoplasmic EGFP	Dynein cargo inh nuclear GR-EGFP	Dynein cargo inh cell count	Autophagy mod	Autophagy mod cell loss 18 h	bCat nuc transl	bCat nuc transl cell count 5 µM	Yfh1-depleted yeast	NOD1 NF-kB reporter	NOD2 inhibition	M17LAP inhibition
CCC(c1nnnn1Cc1ccc(OC)cc1)N1CCN(c2ccc(OC)cc2)CC1 (stereo not given)	.	.	1.7	1.4	7.5	-1.2	-0.3	-0.66	1.1	i	1	-0.1	1087	i	-33%	6%	17%
CCSc1oc(-c2ccco2)nc1S(=O)(=O)c1ccccc1	.	.	2.1	0.2	24	0.27	-0.28	0.33	-0.67	i	0	-1.7	1127	i	-28%	11%	-11%
COCC(C)n1c(C)cc(C(=O)CN2C(=O)NC(Cc3c[nH]c4ccccc34)C2=O)c1C (stereo not given)	.	.	1.1	1.0	8.7	0.64	-0.013	0.32	-0.55	i	2	-11	1279	i	2%	9%	-4%
O=C(CCCOc1ccccc1)N1CCN(c2ccc(F)cc2)CC1	.	.	3.1	1.9	4.8	0.41	-0.28	0.025	0.9	i	18	.	.	i	-52%	-49%	7%
Cc1onc(-c2ccccc2)c1C(=O)N/N=C/C(Br)=C/c1ccccc1	-0.35	1128	3.8	3.4	0.8	0.69	-0.22	0.13	-1.1	i	19	-0.6	509	i	30%	14%	-5%
COc1ccccc1N1CCN(C(=O)CCc2c[nH]c3ccccc23)CC1	0.84	1306	3.9	1.1	19	0.57	-0.31	0.56	0.84	i	21	-4.0	1079	i	-50%	-1%	1%
CCCN(CCC)CC(O)CN1C(=O)N(CN2C(=O)N(CC(O)CN(CCC)CCC)C(=O)C2(C)C)C(C)(C)C1=O (stereo not given)	0.29	1291	3.0	3.1	4.6	-0.8	-0.37	-0.26	0.47	i	-5	.	.	i	-23%	8%	-2%
O=C(NCc1csc2ccc(Cl)cc12)Nc1cccc2ccccc12	-0.42	1453	.	.	.	1.4	-0.24	0.49	-0.051	.	.	-2.8	1093	i	3%	3%	2%
Cn1c(CNC(=O)OC(C)(C)C)nnc1SCc1c(Cl)cccc1Cl	0.25	1019	.	.	.	-0.23	-0.27	0.24	1.7	.	.	-0.1	1288	i	0%	-8%	10%
COc1cc(-c2noc(-c3cccs3)n2)cc(OC)c1OC	.	.	2.0	2.0	1.5	-0.56	-0.26	-0.32	0.24	i	-1	-1.1	1129	i	-27%	6%	2%
Cc1ccc(C)c(N(C)C(=O)c2cc3c(=O)[nH]c4ccc(C)cc4c3s2)c1	-0.49	836	.	.	.	0.74	-0.18	1.1	-0.86	.	.	0.3	1383	i	-8%	-16%	-12%
CC1Cc2ccccc2N1C(=O)Cn1cnc2ccccc21 (stereo not given)	-0.55	1350	2.1	0.6	4.1	2.1	-0.21	1.8	-1.5	i	20	-2.0	1080	i	-9%	6%	29%
CCN(CC)CCNc1nc(-c2ccc(OC)cc2)c(-c2ccc(OC)cc2)s1	0.21	1535	.	.	.	0.34	-0.19	0.049	-1.3	.	.	-1.7	1175	i	6%	7%	3%
COc1nc(N(C)C)nc(N2CC(=O)N(CCNS(=O)(=O)c3ccc(C)cc3)C2=N)n1	-0.02	1407	1.2	2.5	6.9	-0.18	-0.22	-0.0078	-0.26	i	-2	-1.2	1090	i	-19%	2%	22%
COc1ccccc1C/C(N)=N/OC(=O)COc1cccc2ccccc12	-0.12	1289	2.7	1.4	3.9	-0.29	-0.15	0.42	0.61	i	14	2.7	1439	i	1%	12%	-12%
Cc1ccc(C)c(N2CCN(S(=O)(=O)c3ccc4c(c3)oc(=O)n4C)CC2)c1	-1.2	1427	2.5	1.7	3.7	0.75	-0.5	0.2	-0.23	i	8	-1.8	1009	i	-12%	22%	3%
CC(=O)Nc1cccc(-c2nnc(SCc3ccccc3C#N)n2C)c1	0.04	1287	2.5	1.5	3.1	-0.54	-0.21	-0.28	0.025	i	6	1.3	876	i	-15%	1%	-9%
O=C1c2ccccc2C(=O)N1CCn1nc(Cl)nc1Cl	2.2	741	2.6	2.5	9.7	2.5	-0.059	1.8	-1.2	i	1	-1.1	1081	i	4%	4%	13%
COC(=O)c1c(-c2ccccc2)c[nH]c1C	0.02	1050	.	.	.	-0.29	-0.25	-0.042	-0.2	.	.	2.3	1252	i	-17%	-10%	9%
COc1cc(-c2nc3cnccn3c2Nc2ccc(C(C)C)cc2)ccc1O	0.31	972	2.0	0.8	3.9	1.2	-0.45	1.3	-0.033	i	13	2.7	1182	i	-50%	-72%	0%
CCCCOc1ccc2ccccc2c1C=O	1.1	1430	2.7	1.4	1.0	0.6	-0.2	0.088	-0.092	+	24*	0.7	1388	i	22%	-16%	-9%
CN(C)C(=O)c1cc2cc([N+](=O)[O-])ccc2s1	0.6	1558	1.8	1.0	7.8	-0.78	-0.21	-0.5	0.94	i	-2	2.3	1438	i	-30%	-19%	-4%
O=C1CC(C(=O)NCc2ccccc2)N=C(N2CCCCC2)N1 (stereo not given)	0.52	1310	2.2	1.1	5.6	0.26	-0.23	0.1	-0.55	i	5	.	.	i	-15%	-1%	-1%
NS(=O)(=O)c1ccc(NC(=O)C2(c3ccccc3)CCCC2)cc1	1.4	1619	1.7	2.0	5.5	-0.06	-0.23	-0.029	0.38	i	7	-4.5	1094	i	-27%	-18%	-4%
Cc1cc(/C=C(\C#N)C(=O)Nc2ccccc2)c(C)n1-c1ccc2c(c1)OCO2	0.42	1600	41	4.5	61	0.75	-0.19	0.075	-0.71	i	21	2.2	1152	i	29%	8%	-9%
SMILES	Ins promoter up	Ins promoter up cell count	MT stabilizer	MT stabilizer Hoechst-high %	MT stabilizer cytotoxicity %	Dynein cargo inh	Dynein cargo inh cytoplasmic EGFP	Dynein cargo inh nuclear GR-EGFP	Dynein cargo inh cell count	Autophagy mod	Autophagy mod cell loss 18 h	bCat nuc transl	bCat nuc transl cell count 5 µM	Yfh1-depleted yeast	NOD1 NF-kB reporter	NOD2 inhibition	M17LAP inhibition
COc1ccc(N(C(=O)C2COc3ccccc3O2)C(C(=O)NC2CCCCC2)c2ccccc2)cc1OC (stereo not given)	-1.3	1343	2.3	1.9	11	0.31	-0.18	0.37	-0.064	i	-15	6.8	1034	i	-23%	16%	14%
CCCCn1nnc(NC(=O)c2ccc(-c3ccccc3)cc2)n1	-0.06	1864	3.0	1.6	3.7	-0.31	-0.2	-0.81	0.84	i	-6	-0.9	1098	i	-39%	-64%	5%
CSc1nc(N)nc(SCC(=O)c2ccc(C)cc2)c1C#N	-0.44	1220	2.0	2.6	12	-0.077	-0.18	0.13	-0.079	i	12	0.0	1490	i	-30%	-20%	-6%
CCOc1ccc(C(=O)NCC(=O)OCC(=O)N2CCCCC2)cc1	-0.12	929	2.4	1.4	2.6	-0.66	-0.27	-0.18	1.2	i	-12	1.2	1017	i	-4%	10%	5%
c1coc(Cn2c(SCc3nc4ccccc4[nH]3)nnc2-c2cnccn2)c1	-0.84	837	5.5	2.9	5.4	-0.13	-0.27	0.012	-0.027	i	-12	-8.8	956	i	0%	11%	10%
COc1ccc(OC)c(NC(=S)NCc2ccccc2OC)c1	-0.21	1451	4.1	4.9	6.3	-0.18	-0.35	0.22	0.43	i	-2	0.3	1498	i	-4%	6%	-3%
Cc1csc2nc(CSc3nc4ccccc4o3)cn12	-0.63	1196	3.7	2.4	7.4	-0.63	-0.25	-0.33	0.32	i	1	-3.4	842	i	-37%	-66%	19%
Cc1oc2nc(SCCCC(=O)NCCO)nc(N)c2c1C	-0.3	1163	5.7	4.3	4.0	1.5	0.14	1.2	-2	i	0	-5.6	774	i	2%	3%	5%
CCn1ccnc1CN1CCc2c([nH]c3ccccc23)C1CC(C)C (stereo not given)	-0.01	1469	1.1	0.9	7.1	0.5	-0.3	0.51	0.089	i	12	-1.2	1065	i	21%	9%	-9%
O=S(=O)(Cc1ccccc1)N1CCN(C2Cc3ccccc3C2)CC1	1	786	1.2	1.3	7.9	0.011	-0.12	0.37	-0.56	i	-10	0.9	1015	i	-15%	-13%	2%
CC(C)(C)OC(=O)NNC(=O)C12CC3CC(CC(C3)C1)C2	0.02	1215	2.3	2.0	2.2	-0.22	-0.19	-0.062	-0.12	i	10	-4.4	1125	i	-30%	-1%	37%
Cc1ccc2nc(-c3ccccn3)cc(C(=O)N3CCN(c4ncccn4)CC3)c2c1	0.01	1326	2.2	1.6	5.5	-0.15	-0.24	-0.057	-0.2	i	1	.	.	i	-22%	-5%	-10%
O=C(NCc1ccccc1)c1ccc(CN(c2ccccn2)S(=O)(=O)c2ccccc2)cc1	-0.65	1374	3.9	1.9	0.4	0.73	-0.19	-0.23	-0.11	i	-3	-1.1	1304	i	21%	18%	4%
COc1ccc(CNC(=O)C(c2ccc(C)cc2)N(Cc2cccs2)C(=O)c2ccc3c(c2)OCCO3)cc1 (stereo not given)	-0.29	1493	3.1	8.6	9.2	-1.1	-0.065	-0.62	0.79	i	-12	-2.4	1367	i	61%	1%	1%

Only part of the results is shown, so the mix of outcomes need not match the whole.
